# Assay outcomes: PubChem BioAssay, several laboratories
# NF-kB expr up: NF-kB expression increase, human neuronal cells. NF-kB reporter expression; active compounds read high. fold change at 12.5 µM. 1.6% of 190,000 active. AID 1239; in the data active = fold change above about 3.3
# STAT3 inh: inhibitors of IL-6 induced STAT3 signaling; U3A cells, IL-6 STAT3-luciferase reporter, luminescence; host cell line lacks STAT1; inhibition, % at 5.5 µM; 0.89% of 190,000 active;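 active = inhibition above the mean inhibition across all screened compounds plus 3 SD, cut at about 44% in these data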;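 note: 0% = DMSO only wells and 100% = 100 µM nifuroxazide control wells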
# Hsp70 act: transcriptional activators of Hsp70; HeLa Hsp70 promoter luciferase reporter, luminescence; scaled: vehicle 0, proteasome-inhibitor control 100%; activation, % at 10 µM; 0.04% of 200,000 active; AID 1203;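 active = activation above the mean across all tested compounds plus 3 SD, cutoff set per campaign, cut at about 5.5% in these data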;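 note: 100% = MG132 at 30 µM as the positive control and 0% = DMSO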
# STAT3 act: activators of IL-6 induced STAT3 signaling. U3A cells, IL-6 STAT3-luciferase reporter, luminescence; 100% = signal with IL-6 EC80 alone. activation (% of control), % at 5.6 µM. 0.91% of 190,000 active;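 active = activation above the screen-wide mean of compound activation plus 3 SD, cut at about 130% in these data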;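 note: 0% = background luminescence of wells with medium and substrate only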
#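 Test system: human U3A cells carrying STAT3-luciferase construct; control set: IL-6-only wells as 100% reference; timing: compound pre-incubation 1 h before IL-6, then 6 h stimulation at 37 °C; also added: IL-6 stimulus at 33 ng/mL final; evaluation: % activation versus median of IL-6-stimulated wells; detection: reporter luminescence signal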
# APP 5'UTR act: activates APP 5'UTR luciferase reporter | SH-SY5Y APP 5'UTR luciferase reporter, luminescence; zero percent = DMSO vehicle wells | activation, % at 2 µM | 1% of 190,000 active;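 active = activation above a set limit, based on mean plus 3 SD of controls, cut at about 140% in these data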; note: values of inactives mirror those of a sister screen read the other way
# DTT redox prof: compounds producing H2O2 with reducing agent – biochemical, NIH compound library profiling, artefact control for MLSCN library redox annotation, primary screen. DTT-dependent redox cycling H2O2, phenol red/HRP absorbance; 100% = 100 µM peroxide control, 0% = buffer. activation, % at 10 µM. 0.03% of 200,000 active. AID 878;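 active = activation of at least 50% relative to the plate's high and low controls in the primary single-dose screen; inactive = activation below 50%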;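 note: compound incubated with DTT at 0.8 mM final as the reducing agent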
# Efa HMGR inh: E. faecalis class II HMG-CoA reductase inhibition; purified E. faecalis HMGR, NADPH absorbance 340 nm kinetic; inhibition, % at 10 µM; 0.41% of 190,000 active; AID 1066;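 active = inhibition above a set limit, the median over all tested compounds plus 3 SD, cut at about 9.5% in these data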;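 note: enzyme runs in reverse so mevalonate oxidation gives rising NADPH absorbance; 0% = complete reaction with DMSO and 100% = background rate lacking mevalonate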
# TLR4 MyD88 comp: blocks binding of human TLR4 to MyD88 | O00206+Q99836 | HeLa CL3-4 TLR4/MyD88 BLA complementation, FRET ratio | inhibition, % at 8.4 µM | 0.18% of 200,000 active | AID 861; in the data active = inhibition above about 25%;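 note: 0% = vehicle and 100% = reference inhibitor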
# Target sequence (O00206 whole entry, looked up): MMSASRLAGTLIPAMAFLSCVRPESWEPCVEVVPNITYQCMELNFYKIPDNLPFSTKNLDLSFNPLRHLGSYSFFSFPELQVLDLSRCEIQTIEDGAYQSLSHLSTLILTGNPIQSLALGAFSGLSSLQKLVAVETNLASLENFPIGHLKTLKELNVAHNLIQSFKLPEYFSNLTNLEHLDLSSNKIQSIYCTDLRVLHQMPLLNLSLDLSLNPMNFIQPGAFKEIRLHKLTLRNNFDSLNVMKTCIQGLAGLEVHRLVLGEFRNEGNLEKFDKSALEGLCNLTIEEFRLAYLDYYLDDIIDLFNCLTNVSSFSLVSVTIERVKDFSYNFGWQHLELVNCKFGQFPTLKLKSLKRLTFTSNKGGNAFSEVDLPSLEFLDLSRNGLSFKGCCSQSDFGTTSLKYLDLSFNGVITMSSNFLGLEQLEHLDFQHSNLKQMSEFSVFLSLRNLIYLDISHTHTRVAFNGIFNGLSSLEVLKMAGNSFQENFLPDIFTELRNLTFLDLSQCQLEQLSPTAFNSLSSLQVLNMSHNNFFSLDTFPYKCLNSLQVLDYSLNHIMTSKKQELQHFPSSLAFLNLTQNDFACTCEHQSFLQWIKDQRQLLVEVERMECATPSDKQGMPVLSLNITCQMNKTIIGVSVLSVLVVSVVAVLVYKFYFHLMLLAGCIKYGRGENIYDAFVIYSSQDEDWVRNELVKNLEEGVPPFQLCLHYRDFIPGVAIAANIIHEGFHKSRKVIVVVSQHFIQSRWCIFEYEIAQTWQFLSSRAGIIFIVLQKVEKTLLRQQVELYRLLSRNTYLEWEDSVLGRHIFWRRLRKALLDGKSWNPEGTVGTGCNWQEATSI
# Target sequence (Q99836 whole entry, looked up): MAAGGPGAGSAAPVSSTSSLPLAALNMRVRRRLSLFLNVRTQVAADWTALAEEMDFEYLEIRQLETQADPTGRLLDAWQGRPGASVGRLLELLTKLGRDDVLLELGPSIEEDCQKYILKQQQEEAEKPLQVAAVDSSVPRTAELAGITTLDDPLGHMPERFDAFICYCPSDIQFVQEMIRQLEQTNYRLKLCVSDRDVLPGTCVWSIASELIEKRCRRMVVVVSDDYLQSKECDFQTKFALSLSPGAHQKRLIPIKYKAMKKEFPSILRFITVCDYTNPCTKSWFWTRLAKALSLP
# STAT1 blocker: inhibitors of IFN-gamma induced STAT1 signaling | NIH 3T3 STAT1-luciferase reporter, luminescence | inhibition, % at 5.5 µM | 0.35% of 200,000 active;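 active = inhibition above a set limit, the mean inhibition across all tested compounds plus 3 SD, cut at about 34% in these data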;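 note: 0% = IFN-gamma with DMSO and 100% = IFN-gamma with 300 µM nifuroxazide; values of inactives mirror those of a sister screen read the other way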
# STAT1 activator: increases IFN-gamma driven STAT1 reporter signal; NIH 3T3 STAT1-luciferase reporter, luminescence; 100% = IFN-gamma alone, no compound; activation (% of control), % at 5.5 µM; 2.6% of 200,000 active; AID 932;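 active = activation above the screen-wide mean activation plus 3 SD, cut at about 130% in these data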;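 note: raw ratio to IFN-gamma control signal so 100% means no change and 0% no light; values of inactives mirror those of a sister screen read the other way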
# * = called active by the depositor.
SMILES,NF-kB expr up,STAT3 inh,Hsp70 act,STAT3 act,APP 5'UTR act,DTT redox prof,Efa HMGR inh,TLR4 MyD88 comp,STAT1 blocker,STAT1 activator
Oc1ccc(Cc2ncc(C(F)(F)F)cc2Cl)cc1,0.95,-10.7,-0.1,109.7,-12.8,-0.3,-0.4,-0.6,-0.1,99.1
COC(=O)c1ccccc1NC(=O)C12CC3CC(C1)CC(n1cnc(Cl)n1)(C3)C2,1.18,4.4,-0.4,97.2,21.2,0.0,4.2,1.2,-0.4,100.3
COc1ccccc1C(=O)Nc1c(C)cc(Br)cc1C,0.96,0.5,-0.5,103.6,8.3,-0.4,-1.0,0.4,-1.4,100.0
CCc1c(C)nc2ccc(Br)cc2c1SCCC#N,1.24,6.2,-0.2,95.0,-6.1,0.5,2.7,-8.2,-7.2,106.3
Cc1c(C#N)c2ccccc2n1CC(=O)N1CCCc2ccccc21,0.78,7.1,-0.3,98.9,-9.1,0.1,-7.4,1.2,2.4,97.7
CO/N=C/C1CCN(c2ncc(C(F)(F)F)cc2Cl)C1=O (configuration not stated),1.17,11.7,-0.3,92.1,14.7,-1.0,-3.7,-5.2,6.3,93.7
COc1ccc(C(C)=O)cc1CSc1nc2ccccc2c(=O)n1-c1cccc(C)c1,0.87,14.9,-0.2,90.0,-8.6,0.0,-2.3,-2.6,-1.2,101.1
COc1ccc(/C=N/S(=O)(=O)CCc2ccccc2)c(OC)c1,0.93,9.9,-0.4,94.4,-8.1,-0.3,-4.1,10.4,-0.3,100.3
O=S(=O)(N[C@@H]1C[C@H]2CC[C@@H]1C2)c1cccs1,1.13,7.7,-0.3,98.3,24.4,-0.7,-9.6,14.1,1.4,98.7
O=C(C1=C(O)C(=O)N(CC2CCCO2)C1c1cccnc1)c1ccco1 (configuration not stated),0.91,4.0,-0.2,102.8,9.2,-0.3,1.9,11.2,-1.9,101.7
COc1cc(/C=N/NC(=O)Cn2ccc(C(F)(F)F)n2)cc(OC)c1OC,1.16,4.0,-0.3,100.9,-20.6,-0.1,0.1,-4.4,1.8,99.9
COc1ccc(S(=O)(=O)n2nc(OC(=O)c3c(-c4ccccc4Cl)noc3C)cc2N)cc1,0.94,7.1,-0.1,96.1,-11.8,-4.9,-8.5,-1.0,-1.6,101.5

# A run of entries from the list above, for reference:
SMILES,NF-kB expr up,STAT3 inh,Hsp70 act,STAT3 act,APP 5'UTR act,DTT redox prof,Efa HMGR inh,TLR4 MyD88 comp,STAT1 blocker,STAT1 activator
CCc1c(C)nc2ccc(Br)cc2c1SCCC#N,1.24,6.2,-0.2,95.0,-6.1,0.5,2.7,-8.2,-7.2,106.3
Cc1c(C#N)c2ccccc2n1CC(=O)N1CCCc2ccccc21,0.78,7.1,-0.3,98.9,-9.1,0.1,-7.4,1.2,2.4,97.7
CO/N=C/C1CCN(c2ncc(C(F)(F)F)cc2Cl)C1=O (configuration not stated),1.17,11.7,-0.3,92.1,14.7,-1.0,-3.7,-5.2,6.3,93.7

# (listing goes on)
SMILES,NF-kB expr up,STAT3 inh,Hsp70 act,STAT3 act,APP 5'UTR act,DTT redox prof,Efa HMGR inh,TLR4 MyD88 comp,STAT1 blocker,STAT1 activator
CN1CCN(/N=C/c2ccc(N(c3ccccc3)c3ccccc3)cc2)CC1,1.12,6.1,0.2,99.3,0.1,-0.9,-1.9,5.8,2.0,96.8
CN(C)c1nc(N)c2ncc(=S)[nH]c2n1,0.92,5.1,-0.1,99.6,0.8,0.6,-2.4,-2.0,-7.6,103.8
Cc1cc(-c2ccccc2)c(C#N)c(N)n1,1.03,-34.4,-0.6,128.4,-16.3,0.1,-2.7,-4.0,8.1,92.9
CC(=O)Nc1cc(S(=O)(=O)Nc2ccc(C)cc2)c(C)cc1C,0.88,10.5,0.1,98.8,5.8,0.8,-3.5,-4.9,10.9,95.4
CN(Cc1ccccc1F)c1ccc(S(=O)(=O)N2CCCC2)cn1,1.02,8.4,-0.4,96.3,-5.8,-1.9,-4.0,15.1,-1.3,100.9
Cc1ccccc1NC(=S)N(Cc1cccs1)C1CCCCC1,1.2,-0.1,0.0,102.1,18.4,-1.5,7.3,-1.8,-1.6,100.8
O=C1c2ccccc2C(=O)N1c1cccc2cccnc12,1.28,9.2,-0.4,94.0,10.5,0.8,-5.4,9.2,0.2,99.8
Cc1ccc(N2C(=O)c3ccc(C(=O)N4CCN(c5ccc(C)c(C)c5)CC4)cc3C2=O)cc1,1.31,5.9,-0.3,96.2,-11.8,0.4,-0.5,-2.7,-1.6,100.1
COc1ccc(CNC(=O)c2c(C)cc(=O)oc2C)cc1,1,9.0,0.0,98.7,2.3,0.0,0.8,-10.9,7.2,93.0
c1ccc(-c2nc3c(ccc4ccccc43)[nH]2)nc1,3.72*,-33.1,0.9,130.6,111.0,0.3,1.0,10.8,-71.7,172.9*
CCOC(=O)c1csc(NC(=O)Nc2cccc(OC)c2)n1,1.09,19.3,-0.4,82.7,-1.5,2.7,-2.3,13.6,-9.9,109.0
CN(C)c1ccnc2sc3c(=O)n(-c4ccccc4)cnc3c12,1.16,6.2,-0.5,97.0,-0.8,2.9,-0.5,-4.2,0.6,99.4
COc1cccc(CNC(=O)CSc2cc(=O)n(C)c3ccccc23)c1,1.52,15.5,-0.2,89.0,-12.1,-0.4,-5.2,6.0,0.2,98.3
O=S(=O)(NCc1ccc2c(c1)OCO2)c1cnc[nH]1,1.18,0.9,-0.4,103.3,-4.6,-1.2,4.2,10.5,-1.0,100.9
CC(=O)N1CCN(CC(=O)Nc2cc([N+](=O)[O-])ccc2Cl)CC1,1.33,11.3,-0.2,94.8,4.0,0.8,1.0,-3.8,-3.7,101.3
Cc1oc(/N=C/c2ccc3c(c2)OCO3)c(C#N)c1C,0.98,-14.5,-0.3,116.9,12.1,0.1,4.4,18.7,2.2,98.0
Cc1c(NC(=O)N(C)C)c(=O)n(-c2ccccc2)n1C,1.23,-0.4,-0.1,103.0,2.8,0.7,0.7,6.3,-2.9,104.3
CCc1cc(-c2n[nH]c(C)c2-c2nc3ccccc3s2)c(O)cc1OCC(=O)NN,1.07,2.0,-0.1,100.0,-8.4,-1.4,-0.3,-4.5,-5.4,104.9
O=C(Nc1ncc(S(=O)(=O)c2ccc([N+](=O)[O-])cc2)s1)c1ccc2ccccc2c1,1.06,7.3,-0.3,95.6,-6.3,0.3,0.0,9.2,0.0,100.0
O=C(Cn1c(C(F)(F)F)nc2ccccc21)c1ccc(Br)cc1,1.13,8.8,-0.1,99.0,4.7,-4.8,0.1,19.9,5.8,94.8
c1ccc(-c2n[nH]c(-c3ccccn3)n2)nc1,1.99,0.4,0.0,102.7,46.3,2.1,-2.1,-5.5,-48.4,144.5*
CSc1nnc(-c2ccccc2)n1C,1.06,3.5,-0.5,99.3,-3.9,2.6,-5.3,-3.6,6.0,94.5
COC(=O)C1=NN(c2ccccc2)C2(S1)S/C(=C\c1ccccc1)C(=O)N2c1ccccc1 (configuration not stated),1.23,10.3,-0.4,91.6,3.5,0.1,-2.1,-12.1,0.9,99.2
O=C(COC(=O)C1CCN(C(=O)Nc2ccccc2)CC1)NCC(F)(F)F,1.14,1.3,-0.2,99.4,5.4,-0.5,1.9,-3.8,1.7,99.1
CCN1C(=O)C(Cc2nc3ccccc3c(=O)n2C)c2ccccc21 (configuration not stated),0.86,7.8,0.4,100.9,5.6,-0.2,0.1,7.0,0.3,99.7
CC(C)n1nc(C(=O)Oc2cc(Cl)ccc2Cl)c2ccccc2c1=O,1.05,-13.6,-0.3,112.0,-4.5,0.0,-1.6,13.7,-6.2,105.6
CC(NC(=O)Nc1ccccc1C(F)(F)F)C1CCCO1 (configuration not stated),1,2.7,-0.2,101.3,-0.6,0.1,1.7,-1.9,0.2,99.8
CC(c1ccc(F)cc1)n1cc(C(=O)NCCN(C)C)nn1 (configuration not stated),1.06,2.9,-0.5,102.1,-14.7,0.2,8.9,-7.3,0.6,98.2
CC(C)C(NS(=O)(=O)c1cccs1)C(=O)NCc1ccccc1Cl (configuration not stated),0.94,9.9,-0.4,95.0,-2.0,-0.1,-10.2,-2.2,-2.2,100.5
COc1ccc([N+](=O)[O-])cc1N(CC(O)CN1CCCCC1)S(=O)(=O)c1ccccc1 (configuration not stated),1.17,0.5,-0.3,104.2,1.1,0.1,-3.5,-12.9,2.9,96.1
Cc1cccc(C2Nc3ccccc3C(=O)N2c2ccc(F)cc2)n1 (configuration not stated),1.44,9.5,0.2,94.7,9.3,0.5,9.8*,-4.9,-3.0,107.4
COC(=O)c1cc(Cl)c(NC(=O)/C=C/c2ccc(Cl)cc2)cc1OC,0.95,9.9,-0.2,97.3,9.7,0.8,-3.5,-11.6,-2.0,101.8
CCCCCCNc1c([N+](=O)[O-])c(=O)sc2ccccc12,0.87,-8.7,-0.3,111.5,-5.6,1.1,-3.3,12.3,11.4,87.1
CN(C)c1ccc(NC(=S)NCC2CCCO2)cc1 (configuration not stated),1.73,19.9,0.0,85.5,27.0,4.3,-1.9,0.9,-12.5,110.9
CCOC(=O)C(C)n1cnc2c(nnn2Cc2ccc(C)cc2)c1=O (configuration not stated),1.04,4.7,-0.5,99.2,6.8,-1.7,-0.5,-4.8,5.0,91.7
CC12CC(c3ccccc3O1)N(C(=O)c1ccco1)C(=O)N2c1ccccc1 (configuration not stated),1.03,-0.5,-0.4,104.1,21.9,-1.2,-2.3,6.2,3.8,94.9
CCn1c(CNc2nc3ccccc3n2C(C)C)nc2ccccc21,0.92,6.8,0.1,97.7,9.1,-0.1,-5.8,18.2,5.8,94.7
CCN(Cc1ccccc1)c1ccc(/C=N/N2CCOCC2)cc1,1.64,-6.1,-0.5,107.3,-14.0,0.0,0.2,-6.5,-14.2,112.6
Cn1c(=O)c(C(=O)COc2ccc(F)cc2Cl)c(N)n(Cc2ccccc2)c1=O,0.65,2.5,-0.2,98.5,17.4,-0.6,-6.1,-10.5,13.8,87.7
Cc1ccc(-c2nnc(/C=C/c3ccccc3)o2)cc1,1.18,-5.5,-0.3,108.2,-7.3,0.3,-1.0,2.2,-20.2,117.9
CN(C)c1nc(N/N=C/c2c[nH]c3ccccc23)nc(N2CCOCC2)n1,0.34,-26.2,0.0,129.2,4.3,0.8,-2.7,-11.1,13.6,85.8
CCOc1c(O)ccc(/C=C2\SC(=S)NC2=O)c1[N+](=O)[O-],1.21,-3.3,-0.1,104.9,3.9,-0.4,0.6,6.2,4.2,96.6
CCc1ccc(OCC(=O)Nc2cc(S(=O)(=O)CC)ccc2O)cc1,1.05,20.8,0.3,87.0,12.9,-8.2,-1.6,0.1,-1.6,101.4
COc1cc(C2C(C(=O)c3ccc(C)o3)=C(O)C(=O)N2c2cc(C)on2)cc(Br)c1O (configuration not stated),1.05,-0.1,0.1,103.1,-10.3,-3.1,-3.8,4.2,-7.6,107.0
COc1cc(OC)cc(C(=O)Nc2ccc(NC(=O)c3ccco3)c(Cl)c2)c1,1.4,17.2,-0.4,90.2,5.3,-0.2,-7.3,2.5,5.2,93.4

# Compounds as they come; overall some 5.6% were active at least once.
